CRFR2-BP antag – blocks CRF-induced signaling of the CRF-BP/CRF-R2 complex; inhibition, % at 11.8 µM; HEK293 CRF-R2/CRF-BP, CRF-induced calcium fluorescence; 350,000 compounds, 0.59% hits;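 active = inhibition of the ligand-induced calcium signal above about 50% at the single tested concentration, limit read from the data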
CRFBP-R2 agonist – CRF-BP/CRF-R2 complex agonism | 350,000 compounds, 0.46% hits | AID 588473 | activation, % at 13.2 µM | HEK293 CRF-R2/CRF-BP, calcium dye fluorescence (FLIPR); percent of saturating CRF peptide response;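 active = activation of at least 50%, plus an integration ratio under a set limit after plate pattern correction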;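 also: plate controls were neutral control wells without compound for no effect and CRF at EC100 for full effect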
CHRM4 antagonist – blocks acetylcholine activation of human M4 receptor; P08173; CHO-hM4 cells, ACh EC80, Fluo-8 calcium fluorescence; inhibition, % at 3 µM; 360,000 compounds, 0.73% hits;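 active = inhibition above its plate's cutoff, the mean inhibition of sample wells plus 3 SD, cut at about 27% in these data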;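 also: 0% = acetylcholine EC80 with DMSO and 100% = DMSO without agonist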
Target sequence (P08173 whole entry, looked up): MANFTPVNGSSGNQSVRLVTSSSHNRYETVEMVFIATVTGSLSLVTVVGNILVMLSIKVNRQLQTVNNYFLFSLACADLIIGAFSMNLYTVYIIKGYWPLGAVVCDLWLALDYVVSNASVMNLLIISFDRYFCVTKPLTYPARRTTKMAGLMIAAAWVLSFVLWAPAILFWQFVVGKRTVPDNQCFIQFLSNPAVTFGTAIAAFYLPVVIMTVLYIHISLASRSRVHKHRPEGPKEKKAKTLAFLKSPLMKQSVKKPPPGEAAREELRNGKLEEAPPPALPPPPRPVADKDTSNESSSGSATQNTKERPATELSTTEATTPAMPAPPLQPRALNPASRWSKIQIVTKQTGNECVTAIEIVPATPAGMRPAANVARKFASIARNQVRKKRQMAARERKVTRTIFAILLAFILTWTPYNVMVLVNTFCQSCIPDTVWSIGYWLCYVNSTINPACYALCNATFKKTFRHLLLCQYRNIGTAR
CHRM5 PAM – CHRM5 positive allosteric modulation; P08912; CHO-K1 hM5, Fluo-8 calcium, ACh EC20 PAM; 0% = ACh EC20, 100% = ACh EC100; activation, % at 3 µM; 360,000 compounds, 0.3% hits; AID 624038;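 active = activation above the run cutoff, the mean activation of all test compounds plus 3 SD, cut at about 18% in these data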
Target sequence (P08912 whole entry, looked up): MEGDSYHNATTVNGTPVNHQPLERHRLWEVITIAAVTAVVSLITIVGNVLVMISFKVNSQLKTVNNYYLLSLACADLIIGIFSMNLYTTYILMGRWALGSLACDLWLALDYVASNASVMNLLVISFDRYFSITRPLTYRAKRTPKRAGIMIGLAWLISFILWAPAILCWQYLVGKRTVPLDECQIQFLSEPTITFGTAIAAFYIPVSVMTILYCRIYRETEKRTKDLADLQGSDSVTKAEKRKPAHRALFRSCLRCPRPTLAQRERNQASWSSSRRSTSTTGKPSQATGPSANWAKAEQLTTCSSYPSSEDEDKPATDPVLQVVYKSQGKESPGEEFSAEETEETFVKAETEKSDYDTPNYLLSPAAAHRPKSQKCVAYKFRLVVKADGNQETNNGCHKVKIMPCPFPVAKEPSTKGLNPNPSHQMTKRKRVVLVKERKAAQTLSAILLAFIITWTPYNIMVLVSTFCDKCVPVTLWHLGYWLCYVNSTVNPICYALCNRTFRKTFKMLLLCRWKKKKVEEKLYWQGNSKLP
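System: CHO-K1 cell line with stable human muscarinic M5 receptor expression | Also added: EC20 acetylcholine as agonist stimulus | Compound: One concentration, 3 µM final (nominal) | Timing: Fluo-8 loading 80 min at 37 °C plus 30 min room temperature | Measured by: Fluo-8 calcium dye fluorescence, kinetic read | Read-out basis: % activation, ACh-normalized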
M5 antag – blocks acetylcholine activation of human M5 receptor. P08912. CHO-hM5 cells, Fluo-8 calcium fluorescence, ACh EC80. inhibition, % at 3 µM. 360,000 compounds, 0.59% hits;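 active = inhibition above a per-plate cutoff, the mean of that plate's test compounds plus 3 SD, cut at about 27% in these data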;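 also: 0% = acetylcholine EC80 with DMSO and 100% = DMSO without agonist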
M4 ag – CHRM4 agonism in calcium assay; P08173; 360,000 compounds, 0.14% hits; activation, % at 3 µM; CHO-K1 hM4/Gqi5, Fluo-8 calcium fluorescence; vehicle 0%, full acetylcholine response 100%;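 active = activation above the run mean over all test wells plus 3 SD, cut at about 32% in these data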;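 also: peak over basal fluorescence ratio per well then scaled between controls; 0% = DMSO wells and 100% = acetylcholine at EC100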
CHRM5 agonist – agonists of human muscarinic M5 receptor (CHRM5). P08912. CHO-K1 hM5 cells, Fluo-8 calcium fluorescence; 0% DMSO wells, 100% maximal acetylcholine response. activation, % at 3 µM. 360,000 compounds, 0.19% hits;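 active = activation above the run's mean over test compounds plus 3 SD, cut at about 23% in these data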;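 also: signal is peak over basal fluorescence ratio across the kinetic read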
IDE inh – inhibits human insulin-degrading enzyme in HEK cells | P14735 | FAbetaB cleavage, fluorescence polarization | inhibition, % at 5.59 µM | 320,000 compounds, 0.41% hits;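 active = percent inhibition above the average of all tested compounds plus 3 SD, set per screening campaign, cut at about 16% in these data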;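 also: IDE supplied by intact live HEK cells; FP after avidin binding of uncleaved biotin substrate so inhibition keeps polarization high; 0% = DMSO wells and 100% = 60 µM reference IDE inhibitor Ii1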
CHRM4 PAM – potentiates acetylcholine response at human M4 receptor | CHO-K1 hM4/Gqi5, Fluo-8 calcium fluorescence, ACh EC20; 0% = ACh EC20, 100% = maximal ACh | 360,000 compounds, 0.4% hits | P08173 | activation, % at 3 µM | AID 624126;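 active = activation above its plate's cutoff, the mean activation of sample wells plus 3 SD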; also: some results filed as inactive read as strong as hits
* marks the source's active call; other numbers are inactive results; . = no result given. Rows were taken by chance. Share with any hit: about 2.9%.

SMILES | CRFR2-BP antag | CRFBP-R2 agonist | CHRM4 antagonist | CHRM5 PAM | M5 antag | M4 ag | CHRM5 agonist | IDE inh | CHRM4 PAM
CCOC(=O)c1ccc(-n2c(C)ccc2C)cc1 | 10 | -0.3 | 10 | -1 | 6 | 1 | -3 | -3 | -5
O=C(/C=C/c1ccc(S(=O)(=O)N2CCOCC2)cc1)NCc1ccccc1F | 4 | -2.1 | -7 | 0 | 2 | 1 | 0 | -6 | 14
CCc1nonc1NC(=O)c1oc2cc(C)c(C)cc2c1C | 6 | -0.4 | -4 | 13 | -5 | 0 | 13 | 1 | -9
COc1ccc(C2C3=C(OC(C)=O)c4ccccc4C3=Nc3c2c(=O)n(C)c(=O)n3C)cc1 (configuration not stated) | 8 | -0.5 | 14 | 3 | -9 | 1 | -1 | -3 | -1
CCCCCn1c(CN2CCN(C(=O)OCC)CC2)nc2c1c(=O)n(C)c(=O)n2C | -6 | 0.9 | -10 | -1 | 0 | 3 | 0 | -4 | 5
Cc1ccc2c(c1)c(CC(=O)Nc1ccc(F)cc1)c(C(=O)O)n2C | 6 | 9.6 | -13 | -1 | -6 | 1 | 1 | -5 | 11
CCOC(=O)C1(C)CCCCCN1C(=O)c1ccco1 (configuration not stated) | . | . | 2 | 2 | 0 | 0 | 1 | . | -2
COc1ccc(/C(C)=N/NC(=O)c2cc(-c3cccnc3)nc3ccccc23)cc1 | -11 | 0.3 | 2 | -4 | 11 | 3 | -2 | 6 | -3
CC(C)c1nc2oc3c(NCC4CCCO4)ncnc3c2c2c1COC(C)(C)C2 (configuration not stated) | 3 | -3.5 | 2 | 2 | -1 | 1 | 0 | . | 6
CCCCNC(=S)NC(=O)c1ccccc1Br | 5 | -2.0 | 0 | -5 | 3 | 0 | -4 | 8 | -1
CC(NC(=O)Cn1c(NCCO)nc2ccccc21)c1ccccc1 (configuration not stated) | -7 | 3.2 | 5 | 3 | 9 | 1 | -2 | -1 | 9
COC(=O)c1cc(NC2c3ccccc3C(=O)N2CCN2CCOCC2)cc(C(=O)OC)c1 (configuration not stated) | 3 | 5.5 | 0 | -7 | 0 | 2 | 0 | 3 | -6
COc1cccc(NC(=S)NN2C(C)CCCC2C)c1 (configuration not stated) | 5 | -2.8 | -2 | -1 | -4 | 2 | 0 | 3 | 13
CN(C)/C=N/n1cnc2ccccc2c1=O | 0 | -1.4 | 4 | -6 | 19 | 0 | -4 | 3 | -2
Cc1onc(C(=O)Nc2sc3c(c2C(N)=O)CCCC3)c1[N+](=O)[O-] | -7 | -1.2 | 24 | 0 | 1 | 1 | -2 | 4 | 9
C=CCn1c(O)c(N=NC(=S)Nc2ccccc2F)c2cc(S(=O)(=O)N3CCOCC3)ccc21 | 24 | -0.5 | 1 | -6 | 12 | 5 | -4 | 3 | -8
[O-][n+]1c2ccccc2cc2ccccc21 | -3 | 3.5 | 9 | 6 | 6 | 4 | 2 | 4 | 6
O=C(CSc1nnc(C2CC2)n1Cc1ccccc1)NCc1ccccc1 | 3 | -0.2 | -3 | 0 | 7 | 1 | -1 | 2 | 7
Cc1nc(SCC(=O)N2CC(C)OC(C)C2)nc(C)c1C (configuration not stated) | 0 | -0.7 | 0 | -1 | -6 | 0 | -2 | -6 | 7
C[C@@H]1CN([C@@H](C)CO)S(=O)(=O)c2ccc(Br)cc2O[C@H]1CN(C)C(=O)c1ccccc1F | 12 | -0.1 | -12 | -4 | -1 | 14 | 2 | . | -9
S=C(NCC1CCCO1)NC1CC1 (configuration not stated) | -4 | -2.3 | 12 | 8 | 4 | 1 | 5 | 1 | 5
COc1ccc(CN(C(=O)c2cccs2)C(C(=O)NC2CCCCC2)c2ccc3ncccc3c2)cc1 (configuration not stated) | 3 | 0.1 | -15 | 3 | -1 | -3 | -1 | 7 | 10
CN1CCN(c2nc3c(c(=O)[nH]c(=O)n3C)n2Cc2cccc3ccccc23)CC1 | -14 | -0.8 | 1 | -3 | -2 | 0 | -6 | -1 | -5
Cc1ccc(Nc2nc(Cl)nc(NC3CCCCC3)n2)cc1 | -29 | 4.5 | -14 | -10 | -1 | -3 | -1 | 1 | -4
OCC[C@H]1C[C@H](O)[C@@H](O)[C@]2(CCCCO2)O1 | 5 | -1.4 | -1 | 20* | -12 | 0 | 4 | -4 | 11
The listing continues.
SMILES | CRFR2-BP antag | CRFBP-R2 agonist | CHRM4 antagonist | CHRM5 PAM | M5 antag | M4 ag | CHRM5 agonist | IDE inh | CHRM4 PAM
COc1ccc(N2CCOCC2)c(NC(=O)COc2cccc(C)c2)c1 | -22 | -0.6 | -3 | -3 | 5 | 0 | -4 | -3 | 2
O=C(NCCC1=CCCCC1)C1CCN(c2nc3ccccc3o2)CC1 | -13 | -0.5 | -7 | -1 | -3 | 1 | 0 | 8 | 5
N#CC[C@H](Cc1ccccc1)N1CC[C@@H](O)CCC1=O | 4 | 1.3 | 4 | 3 | 9 | 0 | -1 | -4 | 2
CCOc1cccc(C(=O)NC(=S)Nc2ccc(N3CCN(CC)CC3)cc2)c1 | -53 | -1.7 | -4 | -19 | 2 | 4 | -11 | 5 | -18
CN(Cc1cccs1)C(=O)COc1cccc(-n2cnnn2)c1 | -5 | -0.9 | 3 | -1 | -2 | 2 | -1 | 5 | -2
O=C(NCc1ccco1)c1ccc(Cn2c(=O)c3sccc3n(Cc3cccc(F)c3)c2=O)cc1 | 7 | 5.1 | 10 | -6 | 3 | 4 | 0 | 0 | -7
Cc1cccc(C(=O)Nc2ccc3ccccc3c2)c1 | -5 | -0.1 | -5 | 7 | -5 | 0 | -8 | -7 | -3
CC(=O)C1=C(S(=O)(=O)c2ccc(C)cc2)CS(=O)(=O)C1 | 19 | -1.6 | -1 | -1 | -5 | 0 | -2 | . | 5
CCNC(=S)N(CCc1c(C)[nH]c2ccc(F)cc12)Cc1cccnc1 | -9 | 0.1 | 2 | -11 | 9 | 11 | 0 | 0 | -6
C[C@@H]1CN([C@@H](C)CO)C(=O)c2cc(NS(=O)(=O)c3cccs3)ccc2O[C@H]1CN(C)Cc1ccc(C(F)(F)F)cc1 | -1 | -0.3 | -1 | -6 | 20 | 0 | 1 | 7 | 1
COc1cccc(/C=C/C(=O)NNC(=O)c2cc(C)oc2C)c1 | -12 | -0.4 | -7 | 3 | 1 | 0 | 2 | -7 | -4
Cc1c(C(=O)Nc2nccs2)sc2nc(-c3cccs3)cc(C(F)(F)F)c12 | -25 | 1.8 | 9 | 3 | -3 | 2 | 2 | -3 | 11
Cc1cc(C)n(C(=O)c2cc3sccc3[nH]2)n1 | -16 | -0.4 | 1 | -12 | 13 | -2 | -4 | 6 | 6
O=C(NCc1cccc(Br)c1)C1CC(c2ccccc2C(F)(F)F)=NO1 (configuration not stated) | -1 | 0.8 | -6 | -5 | 18 | 1 | -2 | 7 | 3
COc1cc(CCC(=O)OCc2nnc(-c3ccccc3)o2)cc(OC)c1OC | 0 | 0.4 | -3 | -13 | -9 | 4 | 0 | 2 | -3
O=C(NCCc1ccc(Cl)cc1)c1ccc(OCC2CCCO2)cc1 (configuration not stated) | 7 | 1.0 | -9 | -1 | 9 | 6 | 0 | 0 | 1
COc1ccc(OCC(O)CNCc2ccco2)cc1 (configuration not stated) | -7 | -0.5 | -1 | 1 | -3 | 1 | -2 | 10 | -1
COc1cccc(NCc2ccc([N+](=O)[O-])s2)c1 | 17 | -1.2 | 2 | -3 | -1 | 0 | -5 | -5 | -2
N#Cc1ccc(/C=C\c2nccc3c2[nH]c2ccccc23)cc1 | -19 | 4.9 | 3 | -21 | 2 | 5 | -11 | 3 | -13
N#Cc1csc(CCNC(=O)c2ccccc2)n1 | 29 | -1.4 | 7 | 1 | 2 | 0 | 0 | . | -3
CCN(Cc1ccncc1)Cc1cn[nH]c1-c1cc(OC)c(OC)c(OC)c1 | 10 | -0.8 | 3 | 2 | 12 | 0 | 0 | 3 | -4
O=C(N/N=C/C(Cl)=C/c1ccccc1)c1ccccc1F | -1 | -0.4 | -2 | -5 | 9 | 2 | -1 | 1 | 0
NC(=O)c1ccc(N=C2C(=O)Nc3ccc([N+](=O)[O-])cc32)cc1 | -4 | -0.5 | -1 | 6 | 3 | 2 | 0 | -2 | 6
CCCn1nc(C(=O)N2CCN(S(=O)(=O)c3ccc(C)c(C)c3)CC2)c2ccccc2c1=O | 4 | 2.0 | 2 | -3 | 3 | 9 | 2 | -2 | -9
CC(CN1CCN(Cc2ccccc2)CC1)OC(=O)c1ccco1 (configuration not stated) | 9 | 0.7 | -2 | 1 | 2 | 0 | -17 | 0 | -11

As entered above:
`CCCCNC(=S)NC(=O)c1ccccc1Br` in CHRM4 PAM is entered as -1
`CCOc1cccc(C(=O)NC(=S)Nc2ccc(N3CCN(CC)CC3)cc2)c1` in CHRM4 antagonist is entered as -4

The list goes on:
SMILES | CRFR2-BP antag | CRFBP-R2 agonist | CHRM4 antagonist | CHRM5 PAM | M5 antag | M4 ag | CHRM5 agonist | IDE inh | CHRM4 PAM
O=C(Nc1ccccc1Oc1cccnc1)C1CCCN(Cc2cccc(Cl)c2)C1 (configuration not stated) | 4 | 0.6 | 1 | -3 | 11 | 1 | -5 | 2 | 0
O[C@@H]1CN(Cc2cccs2)[C@@H](c2ccc(Cl)cc2)C[C@H]1n1cc(-c2ccc(F)cc2)nn1 | -5 | 3.5 | -8 | 5 | -4 | 1 | 1 | . | 7
C[C@]12c3[nH]c4cc(-c5ccco5)ccc4c3CCN1C(=O)[C@@H](CC(=O)NCc1cccc(C(F)(F)F)c1)C[C@@H]2C(=O)N1CCCCC1 | 6 | -0.1 | -17 | 3 | -7 | 0 | 0 | . | 7
COc1ccc(NC(=O)C2CCCN(S(=O)(=O)c3cccnc3)C2)cc1 (configuration not stated) | -11 | 0.3 | 5 | 0 | -6 | 2 | -1 | 1 | -5
COc1ccc(C(C)(NC(C)=O)c2nc(-c3cc(F)cc(F)c3)cs2)cc1 (configuration not stated) | . | . | -9 | 2 | -1 | 3 | 1 | . | 6
CCCCc1nnc(NC(=O)COC)s1 | -4 | 0.9 | -3 | 5 | 1 | 1 | -2 | 0 | 5
O=C(Cn1c(=O)ccn(Cc2ccccc2)c1=O)Nc1cccc(S(=O)(=O)N2CCOCC2)c1 | 5 | -1.1 | 1 | 9 | -10 | 3 | 5 | . | 14
Cc1nc(NC(=O)c2cc3ccccc3o2)ccc1Br | -10 | -0.5 | -5 | -5 | 11 | 0 | -3 | 4 | 9
C1CN(c2nc3nonc3n3nnnc23)CCO1 | -14 | 0.7 | 3 | 5 | -3 | 2 | 4 | -3 | 2
O=c1[nH]c2cnn(-c3ccccc3)c2c(=O)n1O | 8 | 1.0 | -12 | 15 | -11 | 2 | 4 | . | 6
CC(C)(C)N(Cc1ccccc1)C(=O)COC(=O)C1CCN(c2ccc(C(F)(F)F)cn2)CC1 | -3 | 1.2 | 7 | -16 | 4 | 2 | -3 | 6 | -7
COc1ccc(NS(=O)(=O)c2ccc(NC(=S)NC(=O)c3cccnc3)cc2)nn1 | 20 | -1.6 | 4 | 2 | 10 | 0 | -1 | 5 | -2
CN(CC(=O)Nc1ccc(F)cc1)C(=O)COC(=O)CN1C(=O)NC2(CCCC2)C1=O | -4 | 1.6 | 14 | 6 | 8 | 1 | 2 | 0 | 3

From PubChem BioAssay
